RAM inhibit: inhibitors of the yeast RAM network. inhibition, % at 50 µM. S. cerevisiae dse1pr::URA3 reporter, 5-FOA growth OD615, 2 d; analog-sensitive cbk1-as2 kinase mutant strain. 190,000 compounds, 1.8% hits. AID 868;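 active = inhibition above a set limit, 3 SD over mean compound inhibition, cut at about 8.4% in these data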;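 note: 0% = DMSO-only wells with no growth and 100% = 10 µM 1-NA-PP1 full growth; inhibition rescues growth on 5-FOA so higher OD means more RAM inhibition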
SRC2 TRFRET art: flags TR-FRET format artefacts in PPARgamma SRC-2 recruitment agonist screen; TR-FRET artefact counter-screen; hits give high values; AID 1049; TR-FRET ratio at 8 µM; 200,000 compounds, 0.4% hits; in the data active = TR-FRET ratio above about 2000; note: inactives centre near 1500; reference of the scale not given here
Lmaj promast: inhibitors of Leishmania major promastigote growth | 200,000 compounds, 9% hits | AID 1063 | inhibition, % at 10 µM | Leishmania major promastigotes, resazurin fluorescence viability; in the data active = inhibition above about 50%;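 note: promastigotes grown with compound for 44 hours at 28 °C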
ROMK primary: human ROMK K+ channel modulation, primary screen. Tet-inducible ROMK, thallium flux fluorescence; actives lie on both sides. 130,000 compounds, 2% hits. B-score at 10 µM;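 active = signal ratio slope over the read window, or its plate-corrected B-score, at least 3 SD from the plate mean, either direction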;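 note: B-score of the F/F0 ratio slope over 7 to 12 s after thallium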
Target sequence (P48048 whole entry, looked up): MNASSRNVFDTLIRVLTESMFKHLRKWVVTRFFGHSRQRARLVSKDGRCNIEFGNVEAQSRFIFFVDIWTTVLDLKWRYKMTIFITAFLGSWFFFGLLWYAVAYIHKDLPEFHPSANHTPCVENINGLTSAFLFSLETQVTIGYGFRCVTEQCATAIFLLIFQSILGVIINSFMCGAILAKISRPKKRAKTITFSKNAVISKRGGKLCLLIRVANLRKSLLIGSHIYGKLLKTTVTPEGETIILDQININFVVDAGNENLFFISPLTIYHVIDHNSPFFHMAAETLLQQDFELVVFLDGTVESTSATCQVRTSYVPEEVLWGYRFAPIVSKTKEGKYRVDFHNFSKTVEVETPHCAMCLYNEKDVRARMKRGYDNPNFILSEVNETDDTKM
PPARg SRC3 recr: agonists of human PPARgamma SRC-3 coactivator recruitment; P37231; biochemical PPARgamma/SRC-3 coactivator recruitment assay; activation, % at 8 µM; 200,000 compounds, 0.26% hits; AID 731; in the data active = activation above about 23%;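 note: 0% = DMSO and 100% = reference agonist; some compounds past the cut are filed as inactive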
DTT redox prof: compounds producing H2O2 with reducing agent – biochemical, NIH compound library profiling, artefact control for MLSCN library redox annotation, primary screen; DTT-dependent redox cycling H2O2, phenol red/HRP absorbance; 100% = 100 µM peroxide control, 0% = buffer; activation, % at 10 µM; 200,000 compounds, 0.03% hits; AID 878;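 active = activation of at least 50% relative to the plate's high and low controls in the primary single-dose screen; inactive = activation below 50%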;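 note: compound incubated with DTT at 0.8 mM final as the reducing agent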
PPARg SRC2 recr: PPARgamma-driven SRC-2 recruitment agonism. 200,000 compounds, 0.34% hits. PPARgamma LBD-SRC-2 recruitment, biochemical. activation, % at 8 µM. P37231; in the data active = activation above about 22%;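 note: 0% = vehicle and 100% = reference agonist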
HMGR II inh: E. faecalis class II HMG-CoA reductase inhibition | inhibition, % at 10 µM | AID 1066 | purified E. faecalis HMGR, NADPH absorbance 340 nm kinetic | 190,000 compounds, 0.41% hits;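 active = inhibition above a set limit, the median over all tested compounds plus 3 SD, cut at about 9.5% in these data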;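 note: enzyme runs in reverse so mevalonate oxidation gives rising NADPH absorbance; 0% = complete reaction with DMSO and 100% = background rate lacking mevalonate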
PPARg SRC1 recr: PPARgamma-driven SRC-1 recruitment agonism; P37231; PPARgamma-SRC-1 coactivator recruitment biochemical assay; activation, % at 8 µM; 200,000 compounds, 0.41% hits; AID 631; in the data active = activation above about 19%;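 note: 0% = DMSO and 100% = reference agonist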
S1P3 antag: blocks the human S1P3 receptor | AID 485 | 170,000 compounds, 0.27% hits | inhibition, % at 4.98 µM | Q99500 | CHO S1P3 NFAT-BLA reporter, FRET fluorescence, antagonist mode;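 active = inhibition above the plate cutoff, the mean inhibition of test wells on that plate plus 3 SD, cut at about 28% in these data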;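 note: cells challenged with S1P at its EC80 of 0.8 µM; blue over green emission ratio from cleaved BLA substrate after 4 h stimulation; 0% = S1P-stimulated wells and 100% = unstimulated DMSO-only wells; some compounds past the cut are filed as inactive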
Target sequence (Q99500 whole entry, looked up): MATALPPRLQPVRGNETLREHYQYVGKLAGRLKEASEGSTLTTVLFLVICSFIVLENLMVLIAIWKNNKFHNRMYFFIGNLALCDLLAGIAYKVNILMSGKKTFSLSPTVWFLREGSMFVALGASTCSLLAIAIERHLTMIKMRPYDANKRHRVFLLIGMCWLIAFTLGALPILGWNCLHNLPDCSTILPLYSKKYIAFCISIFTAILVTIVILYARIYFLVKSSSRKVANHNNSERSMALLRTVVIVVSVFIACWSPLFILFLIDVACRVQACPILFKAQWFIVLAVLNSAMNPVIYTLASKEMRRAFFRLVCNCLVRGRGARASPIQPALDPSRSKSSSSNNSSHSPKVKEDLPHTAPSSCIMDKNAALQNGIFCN
bIAP inhibitor: intestinal alkaline phosphatase (bovine) inhibition; 190,000 tested, under 10 active; purified bovine IAP, CDP-star luminescence, 30 min; inhibition, % at 20 µM;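 active = over 50% inhibition of intestinal alkaline phosphatase at 20 µM in the single-dose screen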
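System: Purified bovine intestinal alkaline phosphatase (IAP) enzyme | Input: IAP diluted 1/65,000,000 in the well | Also added: CDP-star chemiluminescent phosphatase substrate, 30 µM final | Dosing: 20 µM single dose | Times: Enzyme reaction for 30 min at room temperature | Detection: Luminescence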
* = called active by the depositor; nt = not tested or not shown.

SMILES	RAM inhibit	SRC2 TRFRET art	Lmaj promast	ROMK primary	PPARg SRC3 recr	DTT redox prof	PPARg SRC2 recr	HMGR II inh	PPARg SRC1 recr	S1P3 antag	bIAP inhibitor
CCc1cc2c3c(c1)C1(C(=O)N3C(C)(C)CC2C)C(C#N)=C(N)N2C(=C1C#N)Nc1ccccc12 (stereo not drawn)	5.0	1485	32	nt	7	0.0	4	-6	15	-6	29
COC(C(=O)Nc1ccc(F)cc1)c1ccccc1 (stereo not drawn)	0.9	1423	-2	0.75	-6	4.6	-1	-1	-9	nt	3
COc1cc(C(=O)NC2CCCc3ccccc32)ccc1OCC(=O)Nc1ccc(F)cc1 (stereo not drawn)	2.9	1706	-2	0.24	0	0.1	-3	1	-1	-7	2
CC(/C=C/c1ccc(N(C)C)cc1)=N/N=C1/NC(=O)CC(C(=O)Nc2ccc(Cl)cc2)S1 (stereo not drawn)	2.7	1578	-2	-0.88	3	-0.5	7	-2	-2	24	12
CC(=O)Nc1ccccc1C(=O)C(=O)Nc1cccc(Br)c1	1.8	1646	1	nt	2	-0.4	8	-9	-4	15	0
COc1cccc(C(=O)Nc2cccc(C(=O)NCC(C)C)c2)c1	-0.3	1565	64*	-1.5	0	-0.8	11	-6	5	-6	-1
CC(C)CC(=O)Nc1ccc2c3c(cccc13)CC2	0.9	1746	45	0.012	2	-0.6	5	8	7	-3	-7
CCOC(=O)C(NC(=O)c1ccc(F)cc1)(Nc1nnc(C)s1)C(F)(F)F (stereo not drawn)	2.4	1616	-7	0.9	0	-0.4	-2	-1	7	1	-2
Cc1ccc(C(C)C)c(OCC(=O)Nc2ccc(N3CCN(S(C)(=O)=O)CC3)cc2)c1	0.2	1387	7	0.33	-2	1.7	-1	-4	-3	-16	11
COc1cc(/C=C(\NC(=O)c2ccccc2)C(=O)NCCO)c([N+](=O)[O-])cc1OC	1.2	1407	-4	-0.43	5	-0.2	3	-3	6	-2	-2
COc1cccc(CN2CCNC(=O)C2CC(=O)NCCOc2cccnc2)c1 (stereo not drawn)	0.9	1375	-2	-0.79	-5	-0.9	-10	-3	6	-12	-8
CCOC(=O)CSc1ccc2nnc(-c3ccccc3)n2n1	0.2	1623	-7	nt	3	-1.9	4	3	7	-31	11
N#C/C(=C\c1cccc(NC(=O)c2ccccc2Cl)c1)C(=O)NCCc1ccccc1	3.1	1434	99*	nt	6	0.4	4	0	1	1	16
Cc1ccc2cc(C#N)c(NCCNC(=S)NCCCN(C)C)nc2c1C	-0.4	1708	100*	-3.1*	6	-1.0	8	-10	5	-24	43
OCCNCCSc1ccc(Cl)cc1	0.7	1419	0	nt	1	-0.8	4	1	4	-10	-2
CCCCN(CC)C(=O)Cc1cn(C)c2ccccc12	-0.6	1470	10	-0.42	9	0.3	3	-4	-1	nt	2
CC(C)OCC(O)CN1CCNCC1 (stereo not drawn)	1.8	1558	-1	nt	10	-7.5	8	-7	-2	nt	-2
COc1cccc(CNC(=O)CCC2CCCN(C(=O)c3ccc(C)nc3)C2)c1 (stereo not drawn)	2.0	1388	-6	0.96	2	-0.2	8	-4	2	-6	4
CCC(=O)Nc1ccc(Br)c(Cl)c1	0.0	1512	-1	-0.83	0	0.4	1	-3	-2	-15	5
COc1ccc2nc(/C(C#N)=C\c3ccc(Oc4ccc([N+](=O)[O-])cn4)cc3)[nH]c2c1	2.3	1538	3	nt	5	-0.1	9	1	6	13	4
Cc1cccc(N/C=C(\[N+](=O)[O-])S(=O)(=O)c2ccccc2)c1C	2.9	1655	-6	1.1	0	-2.1	4	-4	-5	6	-19
O=C1S/C(=C\c2ccc(Cl)cc2)C(=O)N1CCn1cnnn1	3.9	1371	27	-0.5	2	0.1	1	-3	13	4	1
O=C(O)C1CCCN(S(=O)(=O)c2ccc3c(c2)OCCO3)C1 (stereo not drawn)	-0.6	1526	-7	-0.32	8	-0.8	9	-3	3	13	-8
Cn1nc(-c2ccccc2)c(CSc2ccccc2)c1Cl	2.6	1694	-3	-0.069	-2	1.2	8	-2	2	nt	14
COc1ccc(C(=O)CSc2nnc(CCc3ccccc3)n2-c2ccccc2)cc1	4.0	1495	20	nt	4	0.7	4	-3	6	nt	10
Cc1ccc(CSCC(=O)NCc2cccnc2)cc1	2.3	1543	-4	0.73	1	-0.2	11	-6	0	-7	30
NC(=O)CSc1nnc(-c2ccncc2)n1CCc1ccccc1	0.3	1479	3	-0.58	1	1.6	-6	3	2	6	9
COc1cc(N=C(N)N=C(N)N)cc(OC)c1	0.1	1374	-2	-1.9	3	-0.5	5	1	0	0	-8
COc1ccc(OC)c(S(=O)(=O)Nc2ccc(Oc3ccccc3)cc2)c1	5.3	1466	67*	nt	9	0.8	-3	-5	0	nt	2
COc1cccc2cc(S(=O)(=O)c3ccccc3)c(=Nc3ccc4c(c3)OCCO4)oc12	6.8	1606	92*	nt	3	0.6	7	3	3	-7	-11
O=C(Nc1ccc2c(c1)OCCO2)C1CCCN1S(=O)(=O)c1ccc(Cl)cc1 (stereo not drawn)	0.8	1426	-3	0.097	4	3.3	-4	-1	-4	1	2
O=c1cc(C(F)(F)F)nc(-c2cccnc2)[nH]1	1.5	1471	-10	-0.16	-2	0.7	-5	2	-2	-12	-10
COc1cccc2cc(-c3ccccc3)c(=O)oc12	1.0	1758	8	-0.47	5	-0.2	6	-3	-4	-21	6
CC(C)Oc1ccc(C(CC(=O)O)NC(=O)C(Sc2ccccc2)c2ccccc2)cc1 (stereo not drawn)	2.4	1593	-8	1.1	3	3.6	10	9	3	-1	0
O=C(O)C1SCCN1S(=O)(=O)c1ccc(N=NN2CCOCC2)cc1 (stereo not drawn)	-0.7	1549	-4	-0.067	4	-1.0	4	-3	5	-11	-10
COc1ccc(NC(=O)C2CCCN(S(=O)(=O)c3cccc4nonc34)C2)cc1OC (stereo not drawn)	3.7	1552	-2	-0.77	-2	0.6	11	2	4	-2	5
c1ccc(-c2nnc3sc(-c4cc5ccccc5o4)nn23)cc1	5.5	1563	-3	nt	-1	0.3	10	-1	6	-21	16
O=C(NCc1ccccn1)C1CCN(S(=O)(=O)c2cnc[nH]2)CC1	1.3	1656	-8	nt	-1	-2.5	7	-2	7	-30	8
COc1ccc(N(C)S(=O)(=O)c2cccc(C(=O)NC3CCCCC3C)c2)cc1 (stereo not drawn)	1.4	1521	16	-1.1	-3	-0.3	-2	7	2	11	0
CN(C)CCNc1cnn(-c2ccccc2)c(=O)c1Cl	1.8	1426	3	0.27	3	-2.3	-2	-10	-1	0	6
CO/N=C/c1ccc(OC)c(Oc2nc(OC)cc(OC)n2)c1	-1.3	1445	10	-0.12	0	-2.1	-6	-13	-1	-21	5
COc1cc(C2C(C#N)=C(N)OC3=C2C(=O)CCC3)cc(OC)c1OC(=O)N1CCOCC1 (stereo not drawn)	0.8	1611	-1	nt	-6	1.9	2	1	4	-17	-2
CCN(CC)S(=O)(=O)c1ccc(N2CCOCC2)c(NC(=O)CCC2CCCCC2)c1	14*	1392	10	-2	3	-0.3	7	-1	5	7	5
Cc1cc(C)n(CCCO)c(=O)c1C#N	0.0	1667	2	nt	3	0.2	4	-3	5	nt	2
Cc1ccc(Cn2nnc3c(=O)n(CC(=O)N4CCN(c5ccccc5)CC4)cnc32)cc1	2.1	1465	32	-2	10	1.4	12	0	-2	-12	7
COc1cc2cc(CN(CCN3CCCC3)C(=O)Nc3ccc(F)cc3)c(=O)[nH]c2cc1OC	3.5	1612	3	nt	-3	-0.5	7	-3	4	-24	0
Oc1ccc(-c2onc3ccc(Cl)cc23)cc1	3.2	1449	-5	-0.098	-13	0.4	-1	-3	4	nt	4
CC(=O)c1c(C)[nH]c(C(=O)OCC(=O)Nc2ncc(Cl)c(C)c2Cl)c1C	2.0	1760	-4	-0.91	-7	-0.1	2	-3	7	-22	3
CNc1ccc(Br)cc(C(=O)/C=C/c2cccc(OC)c2OC)c1=O	0.0	1458	48	nt	5	-1.4	5	-7	0	nt	4
CCc1ccc(/C(C)=N/Nc2cc(Cl)nc(C)n2)cc1	1.9	1438	21	nt	5	2.6	-3	-2	7	nt	4
COc1ccc(/C(N)=N/OC(=O)Cc2ccccc2OC)cc1	3.1	1602	-2	nt	-8	1.9	-4	-11	-10	nt	2
Cc1ccc(C)c(-c2cc(C(=O)Nc3nccs3)c3ccccc3n2)c1	0.0	1567	14	nt	-9	2.8	3	-10	1	nt	5
O=C(OCC(=O)c1cccs1)C1=COCCO1	0.3	1486	-5	nt	-7	1.4	-5	-1	7	-8	3
CCCNC(=O)OC[C@H]1O[C@H](CCO/N=C/c2ccc(C(=O)N3[C@H](c4ccc(C)cc4)[C@@H](C)CC[C@H]3C(=O)OC)cc2)C=C[C@@H]1Oc1ccc(OC)cc1	2.9	1478	0	-0.53	1	2.9	-1	0	0	-9	-16
N#CCN1CCN(CCC(=O)Nc2ccc(OCc3ccccc3)cc2)CC1	0.5	1601	-2	-0.38	-7	0.0	-3	-3	0	nt	-10
Nc1nonc1NC(=O)NN=C1CCCCC1	0.3	1680	-4	0.21	4	0.0	3	-4	3	0	-4
N#Cc1c(NC(=O)COC(=O)c2ccc(F)cc2)sc2c1CCC2	2.9	1662	-16	0.4	4	-4.1	-4	2	-2	nt	2
CC1(C2CC(C(F)(F)F)n3nc(C(=O)O)cc3N2)CC1 (stereo not drawn)	0.9	1450	-10	0.1	1	0.8	2	-1	4	-12	8
COc1ccccc1CNC(=O)C1(NC(=O)Nc2ccc(C)cc2)CCCCC1	1.6	1716	13	0.81	2	0.0	8	-6	7	-5	-386
CN(C)c1ccc(C=Nc2ccccc2C(N)=O)cc1	0.7	1566	-1	nt	3	1.6	3	0	14	26	11

Additional entries follow.
SMILES	RAM inhibit	SRC2 TRFRET art	Lmaj promast	ROMK primary	PPARg SRC3 recr	DTT redox prof	PPARg SRC2 recr	HMGR II inh	PPARg SRC1 recr	S1P3 antag	bIAP inhibitor
Cc1ccc2nc(SCc3nc4c(cnn4-c4ccccc4)c(=O)[nH]3)[nH]c2c1	4.6	1408	10	1.7	3	-8.5	10	-2	4	nt	-2
Cc1cccc(NC(=O)c2ccoc2C)n1	0.0	1728	-5	-0.04	9	-0.1	3	1	2	nt	16
CCCC(=O)Nc1ccc(C(=O)NCC2CCCO2)cc1 (stereo not drawn)	1.7	1552	-1	-0.26	6	0.6	3	-5	5	nt	5
Cc1ccc(N(CC(=O)NC(C)(C)C)C(=O)CNC(=O)c2cccs2)c(C)c1	2.1	1544	2	-0.02	-4	-0.5	1	0	-5	-15	-4

Filtered by structure, those above containing a furan ring, fused or not
SMILES	RAM inhibit	SRC2 TRFRET art	Lmaj promast	ROMK primary	PPARg SRC3 recr	DTT redox prof	PPARg SRC2 recr	HMGR II inh	PPARg SRC1 recr	S1P3 antag	bIAP inhibitor
c1ccc(-c2nnc3sc(-c4cc5ccccc5o4)nn23)cc1	5.5	1563	-3	nt	-1	0.3	10	-1	6	-21	16
Cc1cccc(NC(=O)c2ccoc2C)n1	0.0	1728	-5	-0.04	9	-0.1	3	1	2	nt	16
